Screens: PubChem, several laboratories
Bcl-xL primary – inhibitors of human Bcl-xL, primary screen, biochemical, fluorescence polarization, HTS. AID 2129, 2009. GST-Bcl-xL / FITC-Bim BH3 peptide fluorescence polarization. Bcl-2-like protein 1 (Homo sapiens), Q07817. inhibition, % at 10.9 µM. 320,000 tested, 0.7% active;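 active = inhibition above the mean of all tested compounds plus 3 SD, cutoff set per campaign, cut at about 30% in these data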;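 also: 0% = DMSO wells and 100% = unlabeled Bim-BH3 peptide competitor; inhibitors lower millipolarization by displacing the labeled peptide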
Target sequence (Q07817 whole entry, looked up): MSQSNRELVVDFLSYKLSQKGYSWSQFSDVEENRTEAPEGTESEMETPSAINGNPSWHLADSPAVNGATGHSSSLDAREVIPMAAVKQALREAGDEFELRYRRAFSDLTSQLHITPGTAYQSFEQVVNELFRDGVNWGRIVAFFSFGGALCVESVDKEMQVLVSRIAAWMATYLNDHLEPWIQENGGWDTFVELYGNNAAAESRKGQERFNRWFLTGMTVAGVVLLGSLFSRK
GLD-1 RNA inh – GLD-1/TGE RNA complex disruptors, primary screen, biochemical, fluorescence polarization. inhibition, % at 5.96 µM. 320,000 tested, 0.44% active. Female germline-specific tumor suppressor gld-1 (Caenorhabditis elegans), Q17339. purified GLD-1 + fluorescein TGE RNA;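 active = percent inhibition above a per-plate cutoff, the plate mean of test compounds plus 3 SD, cut at about 30% in these data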;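 also: 0% = DMSO wells with GLD-1 and probe and 100% = wells lacking GLD-1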
Target sequence (Q17339 whole entry, looked up): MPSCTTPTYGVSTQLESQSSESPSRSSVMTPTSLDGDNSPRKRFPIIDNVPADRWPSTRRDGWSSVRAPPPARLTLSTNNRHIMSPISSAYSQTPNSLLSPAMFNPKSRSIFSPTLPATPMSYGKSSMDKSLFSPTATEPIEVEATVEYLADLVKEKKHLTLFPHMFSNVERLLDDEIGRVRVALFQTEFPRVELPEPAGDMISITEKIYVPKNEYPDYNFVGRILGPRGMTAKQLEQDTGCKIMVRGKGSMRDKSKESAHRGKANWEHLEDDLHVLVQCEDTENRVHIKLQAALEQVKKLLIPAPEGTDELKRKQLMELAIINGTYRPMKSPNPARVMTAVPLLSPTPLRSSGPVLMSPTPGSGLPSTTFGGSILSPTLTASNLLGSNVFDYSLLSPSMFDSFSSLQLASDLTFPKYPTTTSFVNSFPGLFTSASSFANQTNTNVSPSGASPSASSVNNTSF
CR mimetic SO – reduction of superoxide in aged yeast, primary screen, HTS; S. cerevisiae aged cells, superoxide DHE fluorescence; active compounds read low; superoxide response (% of plate mean), % at 10 µM; 330,000 tested, 0.18% active; AID 2690, 2010;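 active = superoxide response under a set limit, about three screen SD below normal, cut at about 65% in these data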;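 also: yeast aged for seven days with compound at 30 °C before DHE staining; 100% = average MFI of all compound-treated wells on the plate with controls excluded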
VLA-4 inh – inhibition in human VLA-4 binding assay, primary screen, VLA-4 allosteric modulator project, MLPCN library, flow cytometry, VLA-4 expressing cells; ligand binding flow cytometry; inhibition, % (about 7 µM as worked out from the volumes in the protocol); 330,000 tested, 0.2% active; in the data active = inhibition above about 50%
MEX-5 binding – MEX-5 zinc finger RNA-binding disruptors – biochemical, C. elegans, fluorescence polarization, MLPCN library, primary screen; 300,000 tested, 0.38% active; Zinc finger protein mex-5 (Caenorhabditis elegans), Q9XUB2; MEX-5/FITC-TCR2 RNA binding; active compounds read low; activity score (negative = inhibition of binding), % at 10 µM;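 active = inhibition past about -25% in most replicates, and total fluorescence under double the plate's negative control median, limit read from the data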;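 also: 0% = DMSO and -100% = 5 µM competing unlabeled TCR2 RNA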
MCL1 BIM primary – inhibitors of MCL1 binding to BIM-BH3, primary screen, biochemical, fluorescence polarization. Induced myeloid leukemia cell differentiation protein Mcl-1 (Homo sapiens), Q07820. GST-MCL1 / FITC-Bim-BH3 fluorescence polarization. inhibition, % at 10.9 µM. 320,000 tested, 0.68% active;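 active = inhibition above the mean inhibition of all tested compounds plus 3 SD, set per campaign, cut at about 40% in these data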;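 also: 0% = DMSO wells and 100% = unlabeled Bim-BH3 peptide control; higher means more loss of mP so more displacement of Bim peptide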
Target sequence (Q07820 whole entry, looked up): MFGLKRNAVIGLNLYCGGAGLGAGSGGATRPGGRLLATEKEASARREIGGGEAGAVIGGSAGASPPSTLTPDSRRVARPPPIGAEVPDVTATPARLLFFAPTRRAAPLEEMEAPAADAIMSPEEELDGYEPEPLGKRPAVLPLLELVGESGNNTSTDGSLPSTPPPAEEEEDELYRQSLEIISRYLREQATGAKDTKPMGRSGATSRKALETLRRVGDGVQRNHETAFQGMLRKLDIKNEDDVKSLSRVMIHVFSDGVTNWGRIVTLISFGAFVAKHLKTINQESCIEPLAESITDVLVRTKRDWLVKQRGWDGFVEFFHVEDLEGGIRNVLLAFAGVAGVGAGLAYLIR
GRK2 aptamer HTS – compounds blocking aptamer binding on GRK2 – biochemical, human GRK2, bead flow cytometry, HTS, primary screen; 330,000 tested, 0.59% active; inhibition of aptamer binding, % at 10 µM; AID 488847, 2010; FAM-aptamer displacement from GRK2; Beta-adrenergic receptor kinase 1 (Homo sapiens), P25098;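 active = inhibition of aptamer binding above 40%, roughly 3 SD of noise, on plates passing a quality check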;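 also: median bead fluorescence of bound FAM aptamer so fluorescent compounds give negative values; no value below 0 was filed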
CIT2-GFP yeast – modulators of CIT2-GFP expression in yeast, primary screen, S. cerevisiae, GFP fusion, multiplex flow cytometry, MLPCN library; S. cerevisiae CIT2-GFP strain, 3 h; 100 means same as DMSO wells; GFP response vs DMSO, % at 10 µM; 320,000 tested, 0.065% active; AID 2029, 2009;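 active = GFP response relative to DMSO above a set limit, near the screen mean plus 3 SD, cut at about 150% in these data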;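 also: ratio of well median GFP fluorescence to mean of DMSO wells on the plate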
AGP1-GFP MLPCN – modulators of AGP1-GFP expression in yeast TOR pathway, primary screen, cell-based, multiplex flow cytometry, S. cerevisiae, MLPCN library; 3 h; GFP as percent of DMSO wells; GFP response vs DMSO, % at 10 µM; 320,000 tested, 0.02% active; AID 2066, 2009;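 active = GFP response relative to DMSO above a set limit, near screen average plus 3 SD, cut at about 150% in these data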;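 also: median GFP channel fluorescence of the gated AGP1 strain per well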
* marks the source's active call; other numbers are inactive results; . = not tested or not shown.

SMILES	Bcl-xL primary	GLD-1 RNA inh	CR mimetic SO	VLA-4 inh	MEX-5 binding	MCL1 BIM primary	GRK2 aptamer HTS	CIT2-GFP yeast	AGP1-GFP MLPCN
COc1ccc(N2C(=O)C(Cl)=C(N(CCO)Cc3ccccc3)C2=O)cc1	8	7	98	14	2.1	7	0	87	97
C=CCn1c(SCC(=O)Nc2cccc(S(=O)(=O)N(C)c3ccccc3)c2)nnc1C1CC1	-1	2	98	3	0.9	0	1	94	92
CC(C)(C)c1ccc(S(=O)(=O)N2CCN(CC(=O)N3CC(=O)Nc4ccccc43)CC2)cc1	-2	-3	90	-7	.	-1	4	89	96
CCOc1ccc(C(C)(C)C)cc1S(=O)(=O)N1CC(C)OC(C)C1 (centres undefined)	3	-5	93	29	-2.4	2	1	93	.
Oc1ccc2ccccc2c1/C=N/Nc1nnc(-c2ncc[nH]2)c2ccccc12	29	-3	89	-13	-35*	14	3	111	72
Cc1cccc(OC(C)C(=O)OCC(=O)N2CCN(c3ccccc3)CC2)c1 (centres undefined)	.	2	105	0	.	.	0	101	99
COc1ccccc1CNC(=O)c1cccnc1	0	-4	91	0	2.5	-3	18	106	103
Cc1ccc(C)c(S(=O)(=O)Nc2ccc3sc(C)nc3c2)c1	-12	-4	109	5	-1.0	-4	1	91	87
O=C(COc1ccc(S(=O)(=O)NC2CCCCC2)cc1)NCC1CCCO1 (centres undefined)	3	5	96	2	-0.1	-3	1	97	96
O=C(O)/C=C/c1ccc(-n2ccnc2)cc1	-4	5	90	9	-1.6	-3	2	112	112
CC(C)OCCCNC(=O)c1ccc(NS(C)(=O)=O)cc1	-2	6	104	9	-5.4	-2	0	101	108
CCCc1[nH]c(=O)c(C#N)c2c1COC(C)(C)C2	8	-4	98	28	0.8	6	0	86	102
COc1cccc(N(CC(=O)N2CCN(c3ccccc3OC)CC2)S(C)(=O)=O)c1	2	-9	98	26	1.8	2	0	92	107
CC(C)CN(C(=O)c1ccc(S(=O)(=O)N2CCOCC2)cc1)C1CCS(=O)(=O)C1 (centres undefined)	3	-4	102	-2	-0.9	3	0	109	107
CCc1cc(C(=O)N2CCN(S(=O)(=O)c3ccc(Cl)cc3)CC2)sc1C	0	0	86	15	.	2	1	97	90
COc1cc(SC)ccc1C(=O)Nc1ccc(S(=O)(=O)N2CCCC2)cc1	8	0	103	-6	-2.3	8	2	103	102
COc1ccc(C(=O)Nc2ccc3nc(N4CCN(C)CC4)cc(C)c3c2)c(OC)c1	-2	11	91	2	-1.3	-3	0	113	105
COc1ccc(S(=O)(=O)NC2CC2)cc1-n1cnnn1	4	-2	91	15	1.6	-3	0	92	91
Cc1cccc(N2CCN(Cc3nc(-c4ccccc4Cl)oc3C)CC2)n1	2	-8	109	2	1.8	15	0	112	103
Cc1nc2ccccc2c(=O)n1NC(=O)c1c(F)cccc1F	0	3	107	14	4.9	6	2	101	97
O=C(c1ccc(S(=O)(=O)N2CCCC2)cc1)N1CCN(c2ccccc2)CC1	1	1	97	8	-0.8	-7	2	105	101
COc1ccc(N(CC(=O)NCCc2ccc(OC)c(OC)c2)S(=O)(=O)c2c(C)noc2C)cc1	3	2	139	18	-3.2	-2	2	103	103
Cc1ccc(NC(NC(=O)c2cccnc2)C(Cl)(Cl)Cl)cc1 (centres undefined)	0	-1	119	10	-0.1	9	2	97	97
O=C(N=c1ccn(-c2nc3ccccc3nc2NS(=O)(=O)c2ccc(Cl)cc2)cc1)c1cccs1	48*	15	85	-23	-9.0	44*	1	112	102
O=C(CN1C(=O)NC2(CCCC2)C1=O)Nc1cccc(Cl)c1Cl	-1	-5	76	7	-1.1	-2	0	105	99
Cc1ccc(C(=O)N(CCCN(C)C)c2nc3ccc(Cl)cc3s2)cc1C	5	8	94	6	0.8	4	0	98	101
CCOC(=O)Cc1c(C)c2c(C)nn(-c3ccccc3)c2oc1=O	4	8	108	5	-2.9	6	0	106	102
COc1ccnc(N2CCN(c3ccc(Cl)cc3)CC2)c1C#N	0	3	99	4	2.2	5	2	83	93
C=CCNC(=O)C(=O)NCCCN1CCOCC1	1	0	97	6	0.0	-1	36	100	107
COc1ccc(-c2nc(C#N)c(N3CCCCC3)o2)cc1	6	7	117	-1	-0.8	7	0	72	75
CCCOC1CCCN(Cc2nc(-c3ccc(C(=O)OC)cc3)no2)C1 (centres undefined)	2	2	98	2	0.1	-1	0	104	109
O=C(C(Cc1ccccc1)N1C(=O)C2C3CCC(C3)C2C1=O)N1CCCCC1 (centres undefined)	3	-4	91	-13	0.9	4	0	100	100
Cc1ccc(S(=O)(=O)N(C)C)cc1NC(=O)C1CCCCN1S(=O)(=O)c1ccccc1 (centres undefined)	4	-1	100	-5	.	4	0	104	99
COc1ccc(-n2c(C)cc(C(=O)COc3ccc(C)nc3[N+](=O)[O-])c2C)cc1	3	-6	106	1	1.7	9	0	95	97
COC(=O)c1ccc(OC(=O)c2ccncc2)cc1O	-22	6	97	25	-3.0	-14	0	108	95
Cc1ccc(C(=O)N2CCN(c3ccccc3O)CC2)cc1S(=O)(=O)N1CCCCC1	9	7	95	-4	0.0	8	0	97	104
Cc1nn(C(C)C(=O)NCCc2ccco2)c(=O)c2nn(-c3ccccc3)c(C)c12 (centres undefined)	-5	5	90	0	-2.3	2	3	102	103
N#Cc1c(-c2ccc(F)cc2)nc2n(c1=O)CCS2	0	2	152	7	0.2	4	0	102	91
COc1ccccc1C(=O)N/C(=C/c1ccccc1)C(=O)Nc1ccc(C(=O)O)cc1	4	2	93	17	1.1	11	3	91	94
CSc1ccc(S(=O)(=O)Nc2ccc3c4c(cccc24)CC3)cc1	2	4	97	5	2.5	2	1	102	110
Cn1c(=O)cc(OCCCC(=O)N2CCN(c3ccccn3)CC2)c2ccccc21	6	-4	96	2	0.9	9	0	98	101
O=C1C=C(Nc2ccc(O)cc2)CC(c2ccco2)C1 (centres undefined)	8	7	98	-1	2.9	11	3	106	106
COc1ccc(N2CCN(C(=O)c3ccc(CS(=O)(=O)c4ccc(Br)cc4)o3)CC2)cc1	0	2	107	17	3.6	-1	2	107	107
COc1cc(NC(=O)c2ccc(C(=O)c3ccccc3)cc2)cc(OC)c1OC	-5	0	103	2	-2.0	-5	0	93	99
Cc1cc([N+](=O)[O-])ccc1-c1ccc(C2Nc3ccccc3C(=O)N2O)o1 (centres undefined)	-4	9	87	3	-1.6	-5	0	92	96
O=c1cc(CSc2nnc(Nc3ccccc3)s2)nc2sccn12	14	16	113	-4	.	22	1	103	92
COc1ccc(OC)c(/C=N\NC(=O)c2ccc(COc3ccc(C)cc3[N+](=O)[O-])o2)c1	3	4	97	19	1.3	-4	0	101	99
C[C@]12c3[nH]c4ccccc4c3CCN1C(=O)C(CC(=O)NCC13CC4CC(CC(C4)C1)C3)C[C@@H]2C(=O)N1CCOCC1 (some centres undefined)	.	3	91	-15	.	.	0	87	96
O=C(CN1CCN(CC(=O)Nc2cccc(F)c2)CC1)NCC1(N2CCOCC2)CCCCC1	5	-3	79	9	.	7	6	102	109
CC1(C)Oc2cc(N)c([N+](=O)[O-])cc2O1	6	-2	95	12	-0.5	1	0	97	100
Other entries follow:
SMILES	Bcl-xL primary	GLD-1 RNA inh	CR mimetic SO	VLA-4 inh	MEX-5 binding	MCL1 BIM primary	GRK2 aptamer HTS	CIT2-GFP yeast	AGP1-GFP MLPCN
CC(C)S(=O)(=O)c1ccc(C(=O)Nc2ccc(F)cc2F)cn1	1	1	96	-2	0.8	2	0	117	123
Cc1cc(C)c2nc(-c3ccccn3)cc(C(=O)n3cccn3)c2c1	9	4	103	-11	0.9	15	3	94	103
Nc1nc2ccc(C(=O)NC3CCCCC3)cc2s1	4	3	102	10	1.7	6	0	85	83
COc1ccc(/C=C(\NC(=O)c2ccco2)C(=O)N2CCOCC2)cc1	0	15	98	3	-1.6	4	2	101	104
CCN(CC)S(=O)(=O)c1ccc(N/N=C(\C)c2cccnc2)nc1	2	-4	108	5	0.0	1	2	103	95
O=C(C1CCCN(S(=O)(=O)c2cnc[nH]2)C1)N1CCN(Cc2ccccc2)CC1 (centres undefined)	1	-1	94	-16	0.5	2	0	94	93
COc1ccc(S(=O)(=O)N2CCCOC2CNC(=O)C(=O)NCc2ccccc2F)cc1C (centres undefined)	5	4	93	7	1.0	3	4	97	97
O=S(=O)(Nc1n[nH]c(C(F)(F)F)n1)c1ccccc1	1	-8	87	9	0.7	6	0	104	108
Cc1cc(NC(=O)c2ccccc2Cl)c(C(C)C)cc1O	3	8	103	28	0.2	11	0	101	108
Fc1ccccc1C1c2[nH]c3ccccc3c2CCN1Cc1cccn1-c1ncccn1 (centres undefined)	4	1	90	1	2.3	4	7	96	108
O=C(N/N=C1/CCSC1)c1cc(Br)ccc1O	10	0	91	-3	1.0	19	5	109	111
COc1cccc(C(=O)N(Cc2ccccc2)Cc2cc3cc4c(cc3[nH]c2=O)OCCO4)c1	7	2	119	7	0.8	0	10	95	101
O=C(Nc1nnc(-c2cccnc2)o1)c1cccc(Cl)c1	-2	-1	100	-5	0.1	-1	0	104	98
CC1Cc2ccccc2N1C(=O)CSc1nc2ccccc2o1 (centres undefined)	1	6	89	-6	2.9	5	3	82	99
O=C(NC(=S)Nn1cnnc1)c1ccccc1	16	-1	93	-3	0.2	14	2	92	91
CCOC(=O)N1CCN(C(=O)c2cccn3c(=O)c4sccc4nc23)CC1	7	-2	102	0	.	11	0	102	104
Cc1nc2sc3c(c2c(=O)o1)CC(C)(C)OC3	4	2	93	-12	0.2	9	0	96	105
C=CCNC(=S)NNC(=O)c1ccc(C)c(Cl)c1	-3	2	131	5	-1.8	1	3	100	100
O=C(c1ccc(=O)[nH]c1)N(Cc1cccs1)C1(C(=O)NC2CCCC2)CCCCC1	3	-4	82	3	0.7	2	3	106	102
COC(=O)c1ccc(C2=NOC(C)(c3sc(-c4ccccc4)nc3C)C2)cc1 (centres undefined)	4	9	100	3	1.2	2	0	102	105

Records listed above that bear a hit mark in Bcl-xL primary.
compound,Bcl-xL primary,GLD-1 RNA inh,VLA-4 inh,MEX-5 binding,MCL1 BIM primary,GRK2 aptamer HTS,CIT2-GFP yeast,AGP1-GFP MLPCN
O=C(N=c1ccn(-c2nc3ccccc3nc2NS(=O)(=O)c2ccc(Cl)cc2)cc1)c1cccs1,48*,15,-23,-9.0,44*,1,112,102

Other structures:
SMILES	Bcl-xL primary	GLD-1 RNA inh	CR mimetic SO	VLA-4 inh	MEX-5 binding	MCL1 BIM primary	GRK2 aptamer HTS	CIT2-GFP yeast	AGP1-GFP MLPCN
Cc1onc(-c2ccc(Cl)cc2)c1-c1ccnc(SCC(=O)Nc2ccc(C(C)C)cc2)n1	3	-1	93	26	0.2	3	1	100	102
COc1cc(Cl)c(C)cc1NC(=O)CN1CCN(C(=O)C2CC2)CC1	-1	4	107	3	.	-3	1	104	102
CC(C)C(=O)N(Nc1nc2ccccc2s1)C(=O)C(C)C	-3	4	96	-16	0.6	-1	1	96	94
CC(C)CN1CCCC(N2CCN(c3cccc(Cl)c3)CC2)C1 (centres undefined)	-4	-6	105	4	-1.6	-7	6	108	97
